FBPA Giardia inh = Giardia lamblia aldolase inhibition | Potency, µM (series often up to 59.6 µM), for inactives: at the top dose activity, negative = inhibition, hits mostly inhibitors | A8B2U2 | 290,000 tested, 0.71% active | purified Giardia FBPA; also: potency is read from the fitted curve at half-maximal effect; nearly all actives have a fitted effect of over 55% in size
Target sequence (A8B2U2 whole entry, looked up): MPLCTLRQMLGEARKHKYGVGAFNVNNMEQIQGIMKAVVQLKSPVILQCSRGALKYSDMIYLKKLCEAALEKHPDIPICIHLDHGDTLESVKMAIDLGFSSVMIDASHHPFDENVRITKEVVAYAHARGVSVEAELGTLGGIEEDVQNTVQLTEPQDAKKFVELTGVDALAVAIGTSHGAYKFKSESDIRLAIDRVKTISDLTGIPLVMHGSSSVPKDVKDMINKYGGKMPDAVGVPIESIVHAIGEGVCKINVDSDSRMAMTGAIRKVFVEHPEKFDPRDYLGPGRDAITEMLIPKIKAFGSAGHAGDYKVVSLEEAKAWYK
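Giardia FBPA (40 nM reagent) was preincubated 10 min at RT with compound (up to 57.5 uM final), then substrate plus GAPDH/TPI/NAD/arsenate coupling system with diaphorase/resazurin was added; resorufin fluorescence (525/598 nm) was read after 20 min.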
HCMV antiviral = blocks human cytomegalovirus replication | HFF cells, HCMV-luciferase reporter, 72 h; stronger effect = lower value | activity change, negative = inhibition, % at 57.5 µM | 410,000 tested, 4.5% active; in the data active = activity change below about -60%; inconclusive = no clear call, values can overlap the other calls; inactive = above about -39%
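Screen run at 2 compound doses on HFFs infected with reporter HCMV, MOI 1 PFU/cell. Luciferase activity from cell lysates at 72 h post infection gave inhibition relative to buffer-only and Salinomycin wells.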
AmpC inh detg = AmpC beta-lactamase inhibition with detergent present; P00811; AmpC hydrolysis of nitrocefin, absorbance 480 nm, 0.01% Triton; Potency, µM (top dose mostly 114 µM), for inactives: at the top dose activity change, negative = inhibition, usual class: inhibitors; 370,000 tested, 0.041% active;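 also: potency is read from the fitted curve at half-maximal effect; 0% = no-compound wells and -100% = no-enzyme wells; nearly all actives have a fitted effect of over 25% in size; some results filed as inactive show a strong effect at the top dose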
Target sequence (P00811 whole entry, looked up): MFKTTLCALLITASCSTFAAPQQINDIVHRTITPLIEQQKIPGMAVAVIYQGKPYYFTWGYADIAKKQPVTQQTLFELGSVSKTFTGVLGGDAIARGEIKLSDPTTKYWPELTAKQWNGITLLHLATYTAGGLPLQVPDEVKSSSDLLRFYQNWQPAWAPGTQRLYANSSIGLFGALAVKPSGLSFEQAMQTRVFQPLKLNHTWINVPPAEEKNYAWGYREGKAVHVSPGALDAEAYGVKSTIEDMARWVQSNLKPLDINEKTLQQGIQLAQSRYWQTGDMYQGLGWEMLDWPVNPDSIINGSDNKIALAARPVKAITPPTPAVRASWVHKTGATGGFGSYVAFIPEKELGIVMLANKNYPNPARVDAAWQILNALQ
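AmpC (5.3 nM in the dispensed reagent) in 20 mM phosphate pH 7.0 with 0.01% (detergent screen) or 0.0001% Triton X-100 was preincubated with compounds for 15 min at room temperature. Nitrocefin was then added from an 800 uM solution, and hydrolysis was followed at 480 nm.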
HCV inhibitor = HCV inhibition. Potency, µM (top dose mostly 41.8 µM), inactives show at the highest dose activity change, negative = inhibition, most hits filed as inhibitors. Huh7.5.1 HCVcc-Cre infection, luciferase reporter, 44 h. 340,000 tested, 3.4% active; also: potency is read from the fitted curve at half-maximal effect
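Infectious HCVcc-Cre (~0.5 moi) was added to cells just after compound, with cells seeded 4 h earlier at 1,000 per well. Luciferase activity after 44 h culture reported infection; substrate was incubated 15 min at room temperature before reading.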
AmpC inh no detg = blocks E. coli AmpC beta-lactamase in detergent-free assay; AmpC nitrocefin hydrolysis, absorbance 480 nm, 0.0001% Triton; Potency, µM (top dose mostly 57.1 µM), for inactives: at the highest dose activity change, negative = inhibition, actives largely listed as inhibitors; 330,000 tested, 0.52% active;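 also: potency is read from the fitted curve at half-maximal effect; plate controls were no compound for no effect and no enzyme for full effect; nearly all actives have a fitted effect of over 20% in size; some results filed as inactive show a strong effect at the top dose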
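20 mM phosphate pH 7.0 + 0.01% (detergent screen) or 0.0001% Triton X-100; 5.3 nM AmpC reagent; cpd preinc 15 min RT; nitrocefin (800 uM stock) to start; A480 q20 s × 4 min; Activity was normalised to no-enzyme and no-compound control wells.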
Sm TGR block = S. mansoni TGR enzyme inhibition; AID 485364; 360,000 tested, 3% active; Potency, µM (top dose mostly 114 µM), for the others: at the top dose activity change, negative = inhibition, actives largely listed as inhibitors; purified TGR, DTNB reduction, TNB absorbance 405 nm; also: potency is read from the fitted curve at half-maximal effect; nearly all actives have a fitted effect of over 60% in size
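TGR 20 nM + NADPH 100 uM (dispensed conc.), cpd preinc 15 min RT; start with NADPH (500 uM addition) then DTNB (15 mM addition). Kinetic TNB absorbance, 405 nm filter. Four-parameter Hill fit across titration.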
Active calls of the source: *; ? = inconclusive; nt = no result given; & = joins results of further samples; [ ] = remark or other dose. Unless noted, calls follow the shape of the dose curve; as a rule, active = well fitted curve in the direction sought with a large enough effect; inconclusive = small, poorly fitted or top-dose-only effect, or another doubt; inactive = no such curve, though single readings can be large; an effect the other way counts as inactive or inconclusive. Unless noted, % is scaled to controls: 0 for no effect and ±100 for the full control effect.

SMILES	FBPA Giardia inh	HCMV antiviral	AmpC inh detg	HCV inhibitor	AmpC inh no detg	Sm TGR block
O=C(CN1C(=O)COc2ccccc21)N1CCc2ccccc2C1	8%	19	-12%	5%	-19%	-10%
CCc1ccc(C(=O)CN2C(=O)NC3(CCCCCC3)C2=O)cc1	nt	9	0%	11µM*	-18%	-1%
COCCCNC(=O)COc1ccc(S(=O)(=O)Nc2ccccc2)cc1	0%	?	?	-6%	-11%	-8%
N#CCC(=O)N/N=C/c1cn(Cc2ccccc2C#N)c2ccccc12	3%	14	3%	24%	-25%	17%
COc1ccc(OC)c(-n2cnc3cc(C(=O)O)ccc32)c1	1%	26	-14%	-3%	-26%	?
O=c1c2ccccc2nc(SCc2cc(F)cc3c2OCOC3)n1Cc1ccco1	3%	-23	?	7%	-20%	?
COc1ccccc1CCc1nnc(CCC(=O)NC(C)Cn2nc(C)cc2C)o1 (configuration not stated)	3%	-14	3%	0%	69%[activator]	0%[57.1 µM]
CC[C@]12c3[nH]c4cc(-c5ccco5)ccc4c3CCN1C(=O)[C@@H](CC(=O)NCc1ccco1)C[C@@H]2C(=O)N1CCN(C(=O)C2CC2)CC1	nt	32	nt	-27%	134%[activator]	nt
COc1ccc(S(=O)(=O)n2nc(OC(=O)c3ccc(C)cc3)cc2N)cc1	9%	15	-12%	-4%	-57%	-26%
Brc1ccccc1OCCCCCN1CCCC1	-8%	nt	-10%	nt	24%	-3%
CC(C)n1cc(/C=C2\NC(=O)N(c3cccc(Cl)c3)C2=O)c2ccccc21	-3%	10	1%	?	-15%	-2%
CCN(c1ccccc1)S(=O)(=O)c1ccc(C(=O)Nc2nnc(CSC)o2)cc1	16µM*	-95*	?	?	-47%	-5%
CCN(CC)S(=O)(=O)c1ccc(C(=O)NC2=C(C(=O)OC)SCC2)cc1	-2%	-15	-1%	-12%	5%	-13%
Cc1cc(NC(=O)c2ccc(S(=O)(=O)N3CCOCC3)cc2)nc2c1c(=O)oc1ccccc12	1%	-7	-13%	nt	-21%	-12%
Cc1cc(C)cc(NC(=O)c2sc3nc4n(c(=O)c3c2C)CCC4)c1	3%	-30	-4%	-12%	139%[activator]	-1%
Cc1cccc(NC(=O)CN2CCSc3ccccc32)c1	-8%	-22	-12%	-11%	-24%[11.4 µM]	-21%
CC(C)C[C@H](NC(=O)c1[nH]cnc1C(=O)N[C@@H](Cc1ccccc1)C(=O)OC(C)(C)C)C(=O)OCc1ccccc1	-7%	1	-21%	11%	-5%	-2%
Cc1c(C)[n+](=O)c2c(n1[O-])CCC2	6%	-5	?	-1%	-1%	-1%
Cc1ccc(NC(=O)CCC(=O)NNS(=O)(=O)c2ccccc2)cc1C	4%	-12	?	12%	-2%	10%
Cc1cc(C)nc(SCCn2c(N3CCC(C)CC3)nc3c2c(=O)n(C)c(=O)n3C)n1	5%	nt	-9%	nt	-18%	0%
CO[C@H]1C=C2CCN(C)[C@H]2C2c3cc4c(cc3C(=O)O[C@@H]21)OCO4 (some centres not stated)	nt	-63*	?	-2%	-30%	-17%
COc1ccc(-n2nnnc2SCC(N)=O)cc1	4%	-5	-11%	6%	-11%	-8%
COc1cc(C(=O)NNC(=O)CN2C(=O)NC3(CCCC3)C2=O)cc(OC)c1OC	nt	-5	0%	16%	-10%	-8%
O=C(Nc1nnc(-c2ccc(Cl)cc2)o1)c1nc2ccccc2s1	?	6	?	4%	-11%	0%
N#CC1=C(N)N(c2ccccc2Sc2ccccc2)C(=O)C1	-16%	4	?	-9%	-57%	-8%

Overlap with the part before: four entries, then new ones.
SMILES	FBPA Giardia inh	HCMV antiviral	AmpC inh detg	HCV inhibitor	AmpC inh no detg	Sm TGR block
COc1ccc(-n2nnnc2SCC(N)=O)cc1	4%	-5	-11%	6%	-11%	-8%
COc1cc(C(=O)NNC(=O)CN2C(=O)NC3(CCCC3)C2=O)cc(OC)c1OC	nt	-5	0%	16%	-10%	-8%
O=C(Nc1nnc(-c2ccc(Cl)cc2)o1)c1nc2ccccc2s1	?	6	?	4%	-11%	0%
N#CC1=C(N)N(c2ccccc2Sc2ccccc2)C(=O)C1	-16%	4	?	-9%	-57%	-8%
CC(C)c1nc2cc(C(=O)N(C)Cc3ccc(F)cc3)ccc2o1	nt	27	0%	7%	63%[activator]	-35%
O=C(NC1CCN(C(=O)N2c3ccccc3Sc3ccccc32)CC1)c1ccccc1Cl	6%	-37	2%	-10%	66%[activator]	6%
NC(=O)c1sc2nc3c(c(-c4ccc(Cl)cc4)c2c1N)CCCC3	14%	-61*	-1%	?	-27%	-30%
CCOC(=O)c1sc(NC(=O)c2cc3nc(-c4ccc(Br)cc4)cc(C(F)(F)F)n3n2)c(C(=O)OCC)c1C	nt	?	9%	nt	nt	22%
Cc1c(Nc2nc3ccccc3n3cnnc23)cccc1[N+](=O)[O-]	13%	8	-8%	6%	-7%	-11%
CCN(CC)S(=O)(=O)c1ccc(NC(=O)c2cccnc2Cl)c(NC(=O)c2cccnc2Cl)c1	0%	-100*	-6%	?	-16%	1%
COc1cccc2c1cc1c(=O)n(CC(=O)N3CCN(c4cc(Cl)ccc4C)CC3)nc(C)n12	nt	0	24%	nt	nt	-4%
CCCc1cc(=O)oc2c3c(ccc12)OCN(Cc1ccccc1OC)C3	nt	4	11%	nt	nt	-2%
CC12CCC(C1)C(C)(C)C2NS(=O)(=O)c1ccc(F)cc1 (configuration not stated)	nt	189	0%	12%	-25%	1%
O=C(Cn1ccc(=O)[nH]c1=O)NCCO	1%	22	-2%	16%	-21%	16%
CC(C)[C@H](NC(=O)[C@@H]1Cc2c([nH]c3ccccc23)C2c3ccccc3C(=O)N21)C(=O)NCC1CCCO1 (some centres not stated)	-2%	-8	-14%	5%	78%[activator]	0%
COc1ccc(OC)c(C(c2nnnn2CCc2ccccc2)N2CCC(C(N)=O)CC2)c1 (configuration not stated)	3%	-21	?	30%[activator]	78%[activator]	0%
Cn1c(SCC(=O)NCC2CCCO2)ncc(C(=O)Nc2ccccc2)c1=O (configuration not stated)	nt	-2	?	5µM*	-4%	-8%
CCCCN(C(=O)c1ccc([N+](=O)[O-])s1)c1c(N)n(CCCC)c(=O)[nH]c1=O	nt	-16	0%	9%	-18%	-18%
Cc1cc(C)c2c(c1)NC(C(=O)O)C1CC=CC21 (configuration not stated)	-14%	5	0%	2%	-35%	0.63µM*
Cc1onc(-c2ccccc2)c1CNC(=O)CN1C(=O)c2ccccc2C1=O	2%	23	-3%	?	-19%	-2%
Cc1ccc(-c2nnc(-c3ccccc3Br)o2)cc1	2%	66	?	-1%	-15%	-16%
C[C@@H](C(=O)NCc1ccccc1)[C@H]1C[C@]1(C)[C@H](NC(=O)OCc1ccccc1)c1ccccc1	2%&4%	-5	-9%	?	-3%	-23%
O=C(N/N=C/c1ccccn1)c1ccc(Cl)cc1	15%	-97*	?	7%	-11%	3%
CCNc1nc(NCC)nc(C(=O)NN)n1	-5%	38	-18%	16%	-38%	-1%
O=C(CNc1cc(S(=O)(=O)N2CCCC2)ccc1OCC(F)(F)F)Nc1cccc(C(F)(F)F)c1	-14%	-69*	-4%	11µM*	-2%	-10%
COCCn1c(SCC(=O)NC(=O)NC(C)(C)C)nc2ccccc21	1%	-5	-5%	?	14%	7%
CCNC(=O)COC(=O)c1ccc(-c2nc3ccccc3s2)s1	-1%	-1	-8%	10%	-12%	-8%
Cn1c(/C=C/c2ccc([N+](=O)[O-])o2)nc2ccccc2c1=O	nt	nt	2%	2µM*	-20%	?
Clc1ccccc1OCCCCN1CCCC1	?	11	-2%	?	1%	-21%

Reprinted at random: four records from the list
SMILES	FBPA Giardia inh	HCMV antiviral	AmpC inh detg	HCV inhibitor	AmpC inh no detg	Sm TGR block
NC(=O)c1sc2nc3c(c(-c4ccc(Cl)cc4)c2c1N)CCCC3	14%	-61*	-1%	?	-27%	-30%
O=C(CNc1cc(S(=O)(=O)N2CCCC2)ccc1OCC(F)(F)F)Nc1cccc(C(F)(F)F)c1	-14%	-69*	-4%	11µM*	-2%	-10%
O=C(Cn1ccc(=O)[nH]c1=O)NCCO	1%	22	-2%	16%	-21%	16%
CCCc1cc(=O)oc2c3c(ccc12)OCN(Cc1ccccc1OC)C3	nt	4	11%	nt	nt	-2%

Other compounds
SMILES	FBPA Giardia inh	HCMV antiviral	AmpC inh detg	HCV inhibitor	AmpC inh no detg	Sm TGR block
O=C(COC(=O)C1CC1)NCCNC(=O)COC(=O)C1CC1	nt	-30	?	?	-5%	-4%
CCN(CCn1cccn1)Cc1nc(Cc2cccc(F)c2)no1	2%	12	-4%	0%	18%	-6%
O=C(CNS(=O)(=O)c1ccc(Br)s1)NCc1ccccc1	4%	17	-11%	12%	-29%	-1%
CCN(CC)S(=O)(=O)c1ccc(NC(=O)c2ccc(N3CCCC3=O)cc2)cc1	nt	-76*	nt	?	-1%	nt
CSc1ncccc1C(=O)OCc1ccccc1	2%	-15	-9%	0%	-31%	0%
CCCC(C)C(=O)NCc1ccncc1 (configuration not stated)	1%	?	-4%	2%	-12%	15%

Results in FBPA Giardia inh, Sm TGR block and AmpC inh no detg (2 entries from above):
Compound | FBPA Giardia inh | Sm TGR block | AmpC inh no detg
O=C(CNS(=O)(=O)c1ccc(Br)s1)NCc1ccccc1 | 4% | -1% | -29%
CCN(CC)S(=O)(=O)c1ccc(NC(=O)c2ccc(N3CCCC3=O)cc2)cc1 | nt | nt | -1%

Assay outcomes: PubChem, National Center for Advancing Translational Sciences (NCATS)
